Bioassay records from PubChem BioAssay.
ADAM10 inh = human ADAM10 inhibitors, primary screen, biochemical, QFRET, HTS. recombinant ADAM10, EDANS/DABCYL FRET peptide cleavage, 3 h. inhibition, % at 7 µM. 370,000 compounds, 0.62% hits;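 active means inhibition above a per-campaign cutoff equal to the mean of compounds falling between control-based bounds plus 3 SD, cut at about 20% in these data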;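 further: 0% = DMSO wells while the 100% control is not disclosed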
rCAG binder = binders of r(CAG) RNA repeats, primary screen, biochemical, fluorescence | r(CAG) RNA repeat, TO-PRO-1 dye displacement fluorescence | inhibition, % at 3 µM | 370,000 compounds, 1.3% hits | AID 651821, 2012;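 active means inhibition above the plate cutoff, the mean of all test compounds on that plate plus 3 SD, cut at about 35% in these data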;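 further: 0% = DMSO alone and 100% = 100 µM mitoxantrone as full dye displacement; higher means more dye released from RNA so lower well fluorescence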
FXN GAA850 act = FXN promoter activators, primary screen, cell-based, luciferase luminescence, HEK293 lucGAA850 | HEK293 lucGAA850 FXN promoter luciferase reporter, 24 h; percent of 10 µM SAHA response | activation, % at 6 µM | 360,000 compounds, 0.56% hits | AID 540364, 2011;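 active means activation above the average of all compounds screened plus 3 SD, cutoff fixed separately per campaign, cut at about 7.5% in these data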;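 further: 0% = DMSO wells and 100% = 10 µM SAHA wells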
ARFGAP1 inhibitor = inhibitors of rat ARFGAP1 GAP activity, primary screen, biochemical, fluorescence polarization, GDP tracer; ADP-ribosylation factor GTPase-activating protein 1 (Rattus norvegicus), Q62848; Arfgap1-stimulated ARF1 GTP hydrolysis, GDP FP detection; inhibition, % at 16.5 µM; 360,000 compounds, 0.26% hits;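 active means inhibition above a per-plate limit, mean inhibition of low control wells plus 3 SD, cut at about 25% in these data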;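 further: 0% = DMSO wells with enzyme and 100% = wells lacking Arfgap1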
Target sequence (Q62848 1-136 limits assumed): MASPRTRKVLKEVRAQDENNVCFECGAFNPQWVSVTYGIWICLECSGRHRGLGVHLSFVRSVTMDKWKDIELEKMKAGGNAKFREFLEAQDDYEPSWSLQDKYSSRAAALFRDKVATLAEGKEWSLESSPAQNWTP
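Repeats: one replicate per compound; assay system: rat Arfgap1 catalytic domain, aa 1-136; times: enzyme reaction 120 min at 25 °C after 20 min preincubation; detection: FP of antibody-bound GDP Alexa 633 tracer, ex 620/em 688 nm; benchmarks: high control wells lacking Arfgap1, low control full reaction with DMSO; reagent: human ARF1(Δ1-17)-GTP substrate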
KLK7 zymogen act = proKLK7 zymogen activators, primary screen, biochemical, fluorescence intensity; Kallikrein-7 (Homo sapiens), P49862; purified proKLK7, EDANS-DABCYL substrate fluorescence; 100% is mature enzyme control, 0% vehicle; activation, % at 7 µM; 370,000 compounds, 0.9% hits; AID 652039, 2013;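 active means activation above the mean of all tested compounds plus 3 SD, computed per campaign excluding outliers beyond control limits, cut at about 13% in these data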
GC-B act = human GC-B receptor activators, primary screen, HEK293 GC-B cells, cGMP TR-FRET, EC30 CNP | Atrial natriuretic peptide receptor 2 (Homo sapiens), P20594 | 0% at EC30 CNP, 100% saturating CNP | activation, % at 10 µM | 370,000 compounds, 0.11% hits | AID 1920062, 2024;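 active means activation at 10 µM reaching about 35% in either raw or pattern-adjusted values, limit read from the data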
Tn6 DDE FP = inhibitors of Tn6 peptide binding to fibrin DD(E), primary screen, biochemical, fluorescence polarization, human fibrin, Tn6 probe. 370,000 compounds, 0.21% hits. Fibrinogen beta chain (Homo sapiens), P02675. inhibition, % at 8.3 µM. Fibrin DD(E) TRITC-Tn6 fluorescence polarization displacement;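 active means inhibition above a per-campaign cutoff: mean of compounds within control limits plus 3 SD, cut at about 15% in these data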;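 further: 0% = median of all compound wells on the plate and 100% = blocking peptide control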
sPLA2-III inh = human group III sPLA2 inhibitors, primary screen, biochemical, QFRET, BODIPY PC-A2 liposome substrate. Group 3 secretory phospholipase A2 (Homo sapiens), Q9NZ20. AID 743126, 2013. inhibition, % at 12.2 µM. QFRET BODIPY PC-A2 liposome hydrolysis, fluorescence. 370,000 compounds, 0.56% hits;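 active means inhibition above mean plus 3 SD of compounds lying within the high and low control bounds, cut at about 19% in these data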;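 further: 0% = median of test compound wells and 100% = no enzyme DMSO wells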
Target sequence (Q9NZ20 whole entry, looked up): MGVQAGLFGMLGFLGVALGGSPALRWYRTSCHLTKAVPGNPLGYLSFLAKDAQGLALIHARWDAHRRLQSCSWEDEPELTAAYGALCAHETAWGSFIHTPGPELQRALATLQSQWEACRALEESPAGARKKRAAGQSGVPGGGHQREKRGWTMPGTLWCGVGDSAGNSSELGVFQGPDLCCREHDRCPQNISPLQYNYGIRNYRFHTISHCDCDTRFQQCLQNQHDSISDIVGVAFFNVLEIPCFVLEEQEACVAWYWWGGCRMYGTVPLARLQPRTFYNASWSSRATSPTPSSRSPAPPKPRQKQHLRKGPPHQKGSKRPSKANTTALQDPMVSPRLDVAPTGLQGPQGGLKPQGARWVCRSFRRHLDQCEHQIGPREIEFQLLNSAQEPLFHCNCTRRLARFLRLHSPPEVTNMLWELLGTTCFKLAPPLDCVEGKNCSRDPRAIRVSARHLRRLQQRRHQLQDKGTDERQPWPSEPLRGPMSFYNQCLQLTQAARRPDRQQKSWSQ
GC-A act = GC-A stimulated cGMP production enhancers – HEK293 GC-A cells, cGMP TR-FRET, EC30 ANP, primary screen; AID 1671463, 2021; Atrial natriuretic peptide receptor 1 (Homo sapiens), P16066; 370,000 compounds, 0.14% hits; 0% at EC30 ANP, 100% saturating ANP; activation, % at 10 µM; in the data active means activation above about 40%
ASAP1 GAP inh = inhibitors of human ASAP1 ArfGAP activity, primary screen, biochemical, fluorescence polarization; 360,000 compounds, 0.19% hits; inhibition, % at 16.5 µM; Arf-GAP with SH3 domain, ANK repeat and PH domain-containing protein 1 (Homo sapiens), …; AID 624377, 2012; ASAP1-stimulated ARF1 GTP hydrolysis, GDP FP detection; in the data active means inhibition above about 25%;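 further: 0% = vehicle with enzyme and substrate and 100% = no enzyme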
Target sequence (Q9ULH1 325-724 limits assumed): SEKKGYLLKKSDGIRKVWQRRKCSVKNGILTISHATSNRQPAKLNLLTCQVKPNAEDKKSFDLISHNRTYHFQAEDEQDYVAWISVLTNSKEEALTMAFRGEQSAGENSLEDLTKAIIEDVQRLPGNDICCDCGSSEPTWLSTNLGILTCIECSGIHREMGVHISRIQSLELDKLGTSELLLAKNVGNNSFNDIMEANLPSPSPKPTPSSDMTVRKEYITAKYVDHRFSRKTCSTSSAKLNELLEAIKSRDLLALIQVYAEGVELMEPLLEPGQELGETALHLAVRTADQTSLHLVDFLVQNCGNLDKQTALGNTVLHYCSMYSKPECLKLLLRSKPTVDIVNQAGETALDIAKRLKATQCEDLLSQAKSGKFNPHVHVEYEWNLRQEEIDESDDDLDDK
The depositor's hits bear a star; / = not tested or not shown.

SMILES	ADAM10 inh	rCAG binder	FXN GAA850 act	ARFGAP1 inhibitor	KLK7 zymogen act	GC-B act	Tn6 DDE FP	sPLA2-III inh	GC-A act	ASAP1 GAP inh
COC(=O)c1cccnc1-n1c(=O)c2cccnc2n(Cc2cccc([N+](=O)[O-])c2)c1=O	0	-1	2.3	-10	0.1	1	-3	9	2	6
O=C(/C(=N/N=C/c1ccc(O)c(O)c1O)c1ccccc1)c1ccccc1	17	61*	-1.0	12	0.3	-4	-4	13	-1	9
O=C(COC(=O)c1ccc(F)c(S(=O)(=O)N2CCOCC2)c1)c1ccccc1	-9	4	-1.4	-1	-0.5	5	3	14	1	-11
CN(CC(=O)Nc1cccc(F)c1)C(=O)CC1CC2CCC1C2 (stereo not given)	-2	-3	-1.3	-18	-0.1	2	2	-1	5	2
COC(=O)c1ccc(C(=O)Nc2cc(Cl)ccc2Cl)cc1NC(=O)c1ccccc1C	-2	2	-0.7	0	-4.7	-9	-9	1	-1	9
Cc1ccc(C(=O)OCC(=O)Nc2ccc(C(N)=O)cc2)s1	-4	3	-0.2	2	0.5	-2	10	7	-2	2
COC(=O)Cc1nc2ccccc2[nH]1	-468	3	2.5	-8	-5.0	0	-8	-4	1	0
Cc1noc(C)c1C(=O)NCCC1=CCCCC1	2	1	0.5	0	0.0	7	-3	10	1	-4
CCCCC[C@H](C)N1C[C@H](COCc2ccccc2)Oc2cc(N3CC[C@@H](N(C)C)C3)ccc2S1(=O)=O	8	2	/	-3	0.2	-1	1	-26	-6	-4
Cc1cccc(C(=O)NC(=S)Nc2c(C)n(C)n(-c3ccccc3)c2=O)c1	-9	-4	-0.7	-3	0.3	6	-9	7	0	1
CCOC(=O)c1c(C)n(-c2ccccc2)c2ccc(O)c(CN(C)C)c12	7	10	1.0	1	0.3	-18	9	-33	-29	-3
CC(=O)N[C@@H](Cc1c[nH]c2ccccc12)C(=O)OCC(=O)Nc1ccc2c(c1)OCO2	-4	3	-3.1	-3	0.3	1	-3	-65	-3	-10
O=C(CN1CCCCC1)Nc1ccccc1Oc1ccccc1	2	-8	2.5	-1	0.0	-20	8	2	-1	-3
CCCCCCS(=O)[C@H]1CS(=O)(=O)C[C@@H]1S(=O)CCCCCC (stereo not given in full)	6	-6	-0.8	-5	0.1	2	-1	-1	1	5
N#C/C(=C\c1ccc(-c2ccc(S(=O)(=O)N3CCOCC3)cc2)o1)C(=O)NC1CC1	-24	8	0.0	8	2.7	3	-3	-6	4	-6

An excerpt of these results, in CSV form.
Compound,ADAM10 inh,rCAG binder,FXN GAA850 act,ARFGAP1 inhibitor,KLK7 zymogen act,GC-B act,Tn6 DDE FP,sPLA2-III inh,GC-A act,ASAP1 GAP inh
O=C(COC(=O)c1ccc(F)c(S(=O)(=O)N2CCOCC2)c1)c1ccccc1,-9,4,-1.4,-1,-0.5,5,3,14,1,-11
CN(CC(=O)Nc1cccc(F)c1)C(=O)CC1CC2CCC1C2 (stereo not given),-2,-3,-1.3,-18,-0.1,2,2,-1,5,2
COC(=O)c1ccc(C(=O)Nc2cc(Cl)ccc2Cl)cc1NC(=O)c1ccccc1C,-2,2,-0.7,0,-4.7,-9,-9,1,-1,9
Cc1ccc(C(=O)OCC(=O)Nc2ccc(C(N)=O)cc2)s1,-4,3,-0.2,2,0.5,-2,10,7,-2,2
COC(=O)Cc1nc2ccccc2[nH]1,-468,3,2.5,-8,-5.0,0,-8,-4,1,0
Cc1noc(C)c1C(=O)NCCC1=CCCCC1,2,1,0.5,0,0.0,7,-3,10,1,-4
CCCCC[C@H](C)N1C[C@H](COCc2ccccc2)Oc2cc(N3CC[C@@H](N(C)C)C3)ccc2S1(=O)=O,8,2,/,-3,0.2,-1,1,-26,-6,-4
Cc1cccc(C(=O)NC(=S)Nc2c(C)n(C)n(-c3ccccc3)c2=O)c1,-9,-4,-0.7,-3,0.3,6,-9,7,0,1
CCOC(=O)c1c(C)n(-c2ccccc2)c2ccc(O)c(CN(C)C)c12,7,10,1.0,1,0.3,-18,9,-33,-29,-3
CC(=O)N[C@@H](Cc1c[nH]c2ccccc12)C(=O)OCC(=O)Nc1ccc2c(c1)OCO2,-4,3,-3.1,-3,0.3,1,-3,-65,-3,-10

(continued)
SMILES	ADAM10 inh	rCAG binder	FXN GAA850 act	ARFGAP1 inhibitor	KLK7 zymogen act	GC-B act	Tn6 DDE FP	sPLA2-III inh	GC-A act	ASAP1 GAP inh
CN(CCO)c1ccc2c(c1)Oc1ccccc1CN(Cc1cn(Cc3ccc(C(F)(F)F)cc3)nn1)S2(=O)=O	5	6	/	/	0.2	0	8	5	-1	/
O=C(CSc1nncn1-c1cccnc1)N1CCOCC1	-7	3	1.0	2	-0.3	3	9	5	0	0
COc1ccc(C(=O)COC(=O)c2ccccc2NS(=O)(=O)c2ccc(O)c([N+](=O)[O-])c2)cc1	4	92*	1.9	7	0.8	-3	-7	-23	0	7
CCN(CC)S(=O)(=O)c1ccc(N2CCN(S(=O)(=O)c3ccc4c(c3)OCCO4)CC2)nc1	-13	4	1.2	2	0.3	2	-5	3	6	-4
O=C(Nc1cccc(F)c1)N1C2CCC1CC(O)(c1cccnc1)C2 (stereo not given)	-7	-3	1.1	3	0.4	4	1	-6	-1	-5
COC(=O)c1sc2nc3c(cc2c1N)CCCC3	-69	2	2.1	-6	3.4	-1	-1	5	5	14
O=C(Cc1cn2ccsc2n1)Nc1ccccc1Oc1ccccc1	5	-1	-1.3	2	-0.2	-3	14	2	-2	-3
Cc1ccc(NC(=O)CCNC(=O)c2ccc(Br)cc2)nc1	-1	-3	3.8	22	-0.3	0	1	2	-4	1
Cc1ccc(C)c(-n2cc(CNC(C)Cn3cncn3)c(-c3ccccc3)n2)c1 (stereo not given)	3	-8	-0.9	-5	-0.4	0	0	-5	-1	4
Cc1cc(F)ccc1C(O)c1ncc(-c2cccc(OCc3ccccc3)c2)[nH]1 (stereo not given)	29*	8	-1.3	13	0.0	3	7	-20	0	8
Cc1n[nH]c(C)c1S(=O)(=O)NCCc1ccccc1	1	1	/	/	0.1	10	11	4	2	/
CC(=O)N1C(=O)N(C(C)=O)C2C1N(C)C(=O)N2C(C)=O (stereo not given)	-3	-1	1.3	0	0.5	2	-2	-3	0	-2
Cc1cc(C)cc(NC(=O)N2c3ccccc3NC(=O)CC2C)c1 (stereo not given)	-3	-4	-0.6	2	-0.5	-28	-6	-4	-30	1
O=c1c2ccccc2sn1-c1cc(S(=O)(=O)N2CCOCC2)ccc1N1CCCC1	-13	4	-7.3	4	-0.2	13	3	9	3	-1
CCCc1nn(C)c(C(=O)Nc2cccc(CC)c2)c1Cl	0	-7	1.4	3	-0.1	-3	-10	1	6	-6
Cc1ccc(-c2csc(N3CCC(C(N)=O)(N4CCCCC4)CC3)n2)cc1	-2	3	0.6	0	0.0	-4	6	3	2	0
Cc1[nH]n(-c2ccc(Cl)cc2)c(=O)c1C=Nc1ccc(S(=O)(=O)N2CCOCC2)cc1	14	9	0.8	1	0.2	-7	4	0	10	-9
COc1cccc(CNc2cc(C)ccn2)c1O	1	-1	3.5	-17	-0.9	-3	0	-9	1	14
CN(C)c1ccc(-c2cc3ccccc3c(=O)o2)cc1	-67	8	2.5	4	2.6	-5	1	12	4	-4
COc1cc(CCC(=O)OCC(=O)Nc2cccc(S(N)(=O)=O)c2)cc(OC)c1OC	-8	5	-0.8	1	0.9	0	9	-1	0	-2
CC1(C)CC(=O)N(c2ccccc2)C1(C)O (stereo not given)	-4	3	2.0	9	-0.3	7	6	7	4	-12
O=c1cc(O)c2sc(Nc3ccc(Cl)c(F)c3)nc2[nH]1	-4	30	3.9	4	0.0	1	1	3	-10	-7
COc1ccc(C(=O)N/C(=C\c2ccc3c(c2)OCO3)C(=O)NCCc2nc3ccccc3[nH]2)cc1	2	2	0.8	11	0.3	-1	5	-6	0	-2
COCCn1nnnc1SCC(=O)c1ccc(F)cc1	-8	-2	-1.2	0	-0.1	1	4	-11	5	6
COc1ccc(Cl)cc1S(=O)(=O)N1CCN=C1Cc1ccccc1	-5	-7	-1.1	6	0.0	-4	-4	-3	-5	-1
Cc1ccc(-n2c(N)c(C(=O)N3CCCCC3)sc2=S)cc1	0	-5	0.8	-6	-0.6	-1	-1	13	2	-5
S=C(NCCNC(=S)Nc1ccccc1)Nc1ccccc1	-6	0	0.0	0	-0.1	2	0	9	1	0
CCOC(=O)N1CCC(NC(=O)C2CCCN(c3nc4ccccc4o3)C2)CC1 (stereo not given)	-9	-8	0.8	4	0.1	0	8	-6	3	8
O=C(O)CCC1(c2ccccc2)NC(=O)NC1=O (stereo not given)	6	0	-0.4	5	0.5	2	0	2	2	7
Cc1cn([C@H]2C[C@H](O)[C@@H](CNC=O)O2)c(=O)[nH]c1=O	-11	0	0.1	-6	1.0	-2	-6	16	-2	-19
CCOC(=O)c1ccc(NC(=O)Cn2nc(C)c3ccccc3c2=O)cc1	6	0	3.6	13	-0.5	1	-1	-5	3	10
CC(=O)c1sc(-c2ccc(F)cc2F)nc1C	-6	-2	-0.4	6	-0.2	2	1	11	9	-1
Cc1ccc2c(COC(=O)CC3Sc4ccccc4NC3=O)cc(=O)oc2c1C (stereo not given)	-11	5	2.7	10	-0.6	1	-9	4	2	1
Cc1ccc(-c2onc3ccc(Br)cc23)cc1	-2	1	2.2	-7	-0.3	6	2	11	2	5
CCc1nc2c(OCc3ccccc3)cccn2c1N(C)C(=O)c1ccc2c(c1)OCO2	-3	1	0.9	3	-0.1	-1	3	-1	-1	-7
Cc1ccc(/C(N)=N/OC(=O)C23CC4CC(CC(C4)C2)C3)cc1	-4	1	0.5	-3	0.1	4	4	4	5	9
c1ccc(CN2CCOCCOCCOCCOCCOCCOCC2)cc1	-5	-6	2.4	11	-0.1	6	3	-2	3	-5
